Screening results from PubChem BioAssay.
NS5 inhibitors: Dengue-2 NS5 methyltransferase inhibitors, primary screen, biochemical, confirmation dose response (AID 588689); Dengue-2 NS5 methyltransferase capping enzyme assay, biochemical; higher % means a stronger effect; one-dose inhibition, % at 25 µM; IC50 in µM for titrated hits; actives 0.3% (n = 340,000); in the data active means a potency from the dose series; inconclusive means inhibition above about 29% without an active follow-up result
NS5 inhibitors pilot replicate: also measured in NS5 inhibitors; calls as there; inhibition, %; measured here: pilot screen replicate inhibition
* hit, by the source's call; u = inconclusive.

SMILES	NS5 inhibitors	others
C=CCNc1nc(C(=O)OCC(=O)NCc2cccc(Cl)c2)cs1	-6.6%
O=C(CSc1nnc2ccc(-c3ccc(F)cc3)nn12)NCC1CCCO1 (stereo not given)	-7.2%
CC(C)Cn1c(SCC(=O)NC2CC2)nc2ccc(Cl)cc2c1=O	3.9%
CCOc1ccc(OCCC(=O)OCC(=O)NC2CC2)cc1	10.1%
COc1cc(C(=O)OCc2ccccc2C#N)ccc1OCC(=O)N1CCOCC1	-1.4%
CCN(C(=O)COC(=O)/C(=C/c1ccccc1)n1nnnc1C)C1CCCCC1	-0.7%
COc1cccc(NC(=O)CN(C)C(=O)/C=C/c2ccc3ccccc3n2)c1	-8.1%
Cc1cc(C(=O)CCC(=O)NC(C)c2ccc(S(N)(=O)=O)cc2)c(C)s1 (stereo not given)	3.6%
CC(NC(=O)COC(=O)CCC(=O)c1ccc(Cl)cc1)c1ccccc1 (stereo not given)	-5.0%
O=C(CCNC(=O)c1ccc(Br)cc1)NCc1ccccc1F	0.0%
O=C(OCC(=O)N1CCCCC1)c1ccc(OC(F)(F)F)cc1	-0.8%
Cc1ncc[nH]1	-4.4%
Cc1cccc(NC(=O)CSCC(=O)N2CCN(c3cccc(C(F)(F)F)c3)CC2)c1	-1.5%
COc1cccc(CNC(=O)CN2C(=O)NC(Cc3ccccc3)(c3ccccc3)C2=O)c1 (stereo not given)	-8.8%
COc1ccc(OC)c(CN2CCN(C(=O)CNC(=O)c3ccc(C(C)(C)C)cc3)CC2)c1	3.3%
CC(O)CC(=O)NOCc1ccccc1 (stereo not given)	-1.0%	NS5 inhibitors pilot replicate=0.9
Cc1cc(C)n(C(N)=NC(=O)c2ccccc2)n1	1.1%
O=C(NCCN1CCOCC1)c1cc(-c2ccc(F)cc2)nc2ccccc12	-8.2%
Cc1cc(C)cc(NC(=O)COC(=O)CCn2c(C)csc2=O)c1	1.5%
O=P(C(=S)Nc1ccccc1Cl)(c1ccccc1)c1ccccc1	-1.1%
COc1ccc(S(=O)(=O)N(C)C[C@H]2Oc3c(NC(=O)NC4CCCCC4)cccc3C(=O)N([C@H](C)CO)C[C@@H]2C)cc1	-6.8%
O=c1[nH]c2c(=O)[nH]cnc2nc1-c1ccccc1	-2.4%
CCCn1c(N)c(C(=O)CSc2nc(C3CC3)n(-c3ccccc3)n2)c(=O)[nH]c1=O	0.7%
CCN(CC(=O)Nc1c(F)cccc1F)C(=O)CSCc1c(C)noc1C	2.2%
O=Cc1ccc([B-](F)(F)F)s1	-5.2%

The list continues:
SMILES	NS5 inhibitors	others
COc1ccc(C(CNC(=O)c2cc(S(=O)(=O)Nc3cccc(C)c3)ccc2C)N2CCCC2)cc1 (stereo not given)	-8.0%
CCN(C(=O)c1ccc(=O)n(C)n1)c1c(N)n(Cc2ccccc2)c(=O)[nH]c1=O	4.7%
C#CCOCCOCCOCCNc1nc(N2CCN(C(=O)CCCCCCCCCCNC(=O)[C@H](CCCCN)n3cc(C)nn3)CC2)nc(N2CCN(C(=O)CCCCCCCCCCNC(=O)[C@H](CCCCN)n3cc(CCCC(=O)O)nn3)CC2)n1	-7.2%
O=C(Nc1cccc(F)c1)C1CCCCC1	0.4%
COc1cccc(N2CC(NS(=O)(=O)c3ccc(Cl)cc3)CC2=O)c1 (stereo not given)	-8.0%
Cc1ccc(-c2nnc(NC(=O)CCS(=O)(=O)c3ccccc3)o2)c(C)c1	-8.1%
C=CCn1c(C)cc(C(=O)COC(=O)CCc2cc(OC)c(OC)c(OC)c2)c1C	4.3%
O=C(O)c1c[nH]c2ccc([N+](=O)[O-])cc2c1=O	-8.2%
COc1ccccc1NC(=O)CSc1nnc2ccc(-c3ccccn3)nn12	0.0%
O=C(Nc1ccc(S(=O)(=O)Nc2ncccn2)cc1)C1CC(=O)N(c2ccccc2)C1 (stereo not given)	6.5%
Cc1noc(C)c1NC(=O)N(C)C[C@H]1Oc2ccc(NC(=O)CCN3CCOCC3)cc2C(=O)N([C@H](C)CO)C[C@@H]1C	-10.0%
O=C(Cn1nnc(-c2ccc(Cl)cc2)n1)N1CCN(C(=O)c2ccco2)CC1	-7.1%
CC[C@@]1(C(=O)OC)N[C@H](CN(C)C(=O)c2ccccc2)[C@@H]2C(=O)N(C)C(=O)[C@@H]21	-4.3%	NS5 inhibitors pilot replicate=-2.4
CSc1ccc(S(=O)(=O)NCC(=O)OCC(=O)N(C)C2CCCCC2)cc1[N+](=O)[O-]	-5.8%
Cc1cccc2sc(N3CCN(C(=O)c4cccs4)CC3)nc12	0.7%
O=C1c2ccccc2-c2c1c1ccccc1c(=O)n2-c1ccccc1	-4.6%
O=C(NNC(=O)c1cccc(C(F)(F)F)c1)c1ccc(-n2cnnn2)cc1	2.4%
COC(=O)CCCCC(=O)OC	-2.2%
O=C(NCc1nnc(SCC(=O)N2CCOCC2)o1)c1ccccc1	-6.9%
CCCCNc1c(-c2ccc(OC)c(SC3CCCCC3)c2)nc2ccc(Cl)cn12	5.0%
CCN1C[C@@H]2[C@@H]3C(=O)N(Cc4ccccc4)C(=O)[C@@H]3[C@](Cc3ccccc3)(C1=O)N2C(=O)c1ccc(Cl)c(Cl)c1	-16.9%
COc1ccccc1N1CCN(C(=O)c2cn(Cc3ccccc3)nc2-c2cccnc2)CC1	-12.6%
COc1ccc([C@H]2CC(=O)C=C(c3ccc(F)cc3OCc3ccccc3)C2)cc1OC	-12.7%
CC1CCCCN1N=Nc1nc2c([nH]1)c(=O)n(C)c(=O)n2C (stereo not given)	7.0%
CCc1ccc(/C=C2\SC(=S)N(CCCC(=O)N3CCN(C)CC3)C2=O)cc1	-2.2%

Part of the list above in order of SMILES length, low to high.
SMILES	NS5 inhibitors	others
O=C(Nc1cccc(F)c1)C1CCCCC1	0.4%
O=C1c2ccccc2-c2c1c1ccccc1c(=O)n2-c1ccccc1	-4.6%
CSc1ccc(S(=O)(=O)NCC(=O)OCC(=O)N(C)C2CCCCC2)cc1[N+](=O)[O-]	-5.8%

New compounds follow.
SMILES	NS5 inhibitors	others
COCCN(C(=O)COC(=O)/C=C/c1ccc2c(c1)OCO2)c1c(N)n(Cc2ccccc2)c(=O)[nH]c1=O	4.4%
CC(C)CCCCCCCCCCCCC(=O)NCC(=O)NC1C(C)OC(Nc2ncnc3nc[nH]c23)C(O)C1O (stereo not given)	-3.9%
Cc1c(C(=O)NCc2ccco2)oc2c(F)cccc12	-0.4%
COc1ccccc1C(=O)COC(=O)CN1C(=O)NC2(CCCC2)C1=O	-2.9%
COc1ccc(CN(C)C[C@@H]2OCCCC[C@@H](C)Oc3ccc(N(C)C)cc3C(=O)N([C@H](C)CO)C[C@@H]2C)cc1	-5.0%
O=C(NC(=S)Nc1ccccc1O)c1cncc(Br)c1	-10.7%
CC1CCc2sc(C(=O)NNS(=O)(=O)c3ccc(F)c(F)c3F)cc2C1 (stereo not given)	-2.2%
O=C(NCC(c1ccco1)N1CCc2ccccc2C1)c1ccccc1Cl (stereo not given)	4.3%
O=C(Nc1ccc2nc3n(c(=O)c2c1)CCCC3)c1ccc(Cl)nc1	-7.2%
c1nc(SSc2ncnc3nc[nH]c23)c2[nH]cnc2n1	-15.3%
CCN1C(=O)[C@@H]2[C@@H](c3ccc(-c4ccccc4)cc3)N3CCC[C@@]3(C(=O)OC)[C@@H]2C1=O	-7.9%
Nc1ccc2ccccc2c1C(=O)c1ccccc1	-1.2%
COc1cccc2sc3cc(NCc4ccc5c(c4)OCO5)ccc3c(=O)c12	0.0%
CC1(C)C2(C#N)C(=O)NC(=O)C12C#N (stereo not given)	5.4%
COc1ccc2sc(N(CCCN(C)C)C(=O)c3ccc(S(=O)(=O)N4CCCC4)cc3)nc2c1	-5.8%
COc1cccc(C(=O)NCCS(=O)(=O)NCCCc2ccccc2)c1	-4.4%
Cc1ccc(NC(=O)CN(C)C(=O)/C=C/c2ccc3c(c2)OCO3)cc1	0.7%
ON=C1c2ccccc2-c2ccc(Br)cc21	-15.3%
COc1cc(Cl)c(C)cc1NC(=O)COC(=O)c1ccc(CN2CCCC2=O)cc1	-3.7%
Nc1cnnc(N/N=C\c2ccccc2)c1Cl	6.1%
CCN(C(=O)COC(=O)CCC1CCCC1)c1c(N)n(Cc2ccccc2)c(=O)[nH]c1=O	-0.7%
Cc1cccc(NC(=O)COC(=O)c2c(-c3ccccc3)noc2C)c1	2.7%
COc1ccc(NC(=O)COC(=O)CCSc2ccccc2)cc1OC	-6.8%
C=CC[C@H](CC(=O)N[C@H](CO)Cc1ccccc1)C(=O)N[C@H](COC(=O)[C@@H](CC=C)Cc1ccc(F)cc1)Cc1c[nH]c2ccccc12	-2.0%
COc1ccccc1NS(=O)(=O)c1cc(C(=O)NCC2CCCO2)ccc1C (stereo not given)	-8.8%

Next section
SMILES	NS5 inhibitors	others
O=S(=O)(c1ccc(Cl)cc1)N1CCN(c2ncnc3sccc23)CC1	-15.5%
Cc1ccc(CNC(=O)C(=O)NCC2CCCN2S(=O)(=O)c2cccs2)cc1 (stereo not given)	0.7%
O=C(OCC(=O)c1c[nH]c2ccccc12)c1cc(S(=O)(=O)N2CCOCC2)ccc1F	-11.6%
COCC(C)n1c(SCC(=O)NC2CCCCC2C)nc2ccccc2c1=O (stereo not given)	0.4%
CN(C(=O)c1ccc(NC(=O)Cc2ccc(NC(=O)C3CCN(C(=O)C4CCCCC4)CC3)cc2)cc1)C1CCCC1	-7.3%	NS5 inhibitors pilot replicate=-8.6
COc1ccc(-c2cccc(NS(=O)(=O)c3cc([N+](=O)[O-])ccc3C)c2)nn1	3.6%
Cc1ccc(Cc2c(-c3ccc(Br)cc3)nc3cc(C)ccn23)cc1	0.0%
CCOC(=O)[C@H]1[C@H]2COc3ccc(Cl)cc3[C@@H]2N2C(=O)c3ccccc3NC(=O)[C@@]12C	-2.4%
COc1cc(-c2nnc(NC(=O)CS(=O)(=O)c3ccc(Cl)cc3)o2)cc(OC)c1OC	-2.2%
O=C(COc1ccc([N+](=O)[O-])cc1Cl)N(C1CCCCC1)C1CCS(=O)(=O)C1 (stereo not given)	-10.9%
C[C@H](CO)N1C[C@H](C)[C@H](CN(C)C(=O)Nc2ccc(F)cc2)OCc2ccccc2-c2c(n(C)c3ccccc23)C1=O	-5.5%
CCC(C(=O)OCC(=O)c1ccc(OC)cc1OC)c1ccccc1 (stereo not given)	-5.1%
Cn1cnc(C(=O)NCc2ccc(CNC(=O)OC(C)(C)C)cc2)c1C(=O)NCc1ccc(CNC(=O)OC(C)(C)C)cc1	-3.4%
COc1ccc(S(=O)(=O)NCc2cccnc2)cc1NC(=O)c1ccccc1C	3.6%
O=C(COC(=O)c1cc2ccccc2oc1=O)Nc1cccc(Br)c1	0.0%
CCCN(CC(=O)Nc1ccccc1OC)C(=O)c1cc(-c2ccccc2)nn1-c1ccccc1	-5.9%
O=C1NC(=S)NC1=Cc1ccc2c(c1)CCC2	-28.6%
COC(=O)[C@]1(C)N[C@H](CN(C)C(=O)C2CCCCC2)[C@@H]2C(=O)N(C)C(=O)[C@@H]21	-1.3%
O=C(COC(=O)c1cnccn1)Nc1ccccc1-c1ccccc1	-4.4%
O=C(COC(=O)C12CC3CC(CC(Cl)(C3)C1)C2)Nc1ccc2[nH]c(=O)[nH]c2c1	-1.5%
O=C(COC(=O)c1ccc([N+](=O)[O-])cc1)NC12CC3CC(CC(C3)C1)C2	-3.7%
CCN(CC)C(=O)[C@H]1C[C@H](CC(=O)NCCC2=CCCCC2)C(=O)N2CCc3c([nH]c4ccc(Cl)cc34)[C@]12C	-1.3%	NS5 inhibitors pilot replicate=-4.6
O=C1[C@H](Cc2ccccc2)NCCCC[C@@H](c2ccc(Cl)cc2)N1Cc1ccccc1	-15.7%
CC[N+](CC)(CC)CCOc1cccc(OCC[N+](CC)(CC)CC)c1OCC[N+](CC)(CC)CC	u
Cc1ccc(NC(=O)c2ncn(CCCNCCCN(C)C)n2)cc1C	-3.9%

Carrying on.
SMILES	NS5 inhibitors	others
O=C(O)C(C(O)c1ccc([N+](=O)[O-])cc1)[n+]1ccccc1 (stereo not given)	-2.5%
COc1ccc(C(=O)OCC(=O)NC23CC4CC(CC(C4)C2)C3)c(OC)c1OC	4.4%
CCOc1ccc(S(=O)(=O)N2CCOCC2)cc1NC(=O)CN1C(=O)NC(C)(C2CC2)C1=O (stereo not given)	0.0%
CC(=O)C[C@@H](O)CC(=O)[C@H]1OC(=O)[C@H](C)CCCCc2ccccc21	-6.9%	NS5 inhibitors pilot replicate=3.0
Nc1c(N(Cc2ccco2)C(=O)c2ccc(Cl)cc2)c(=O)[nH]c(=O)n1Cc1ccccc1	-4.6%
Cc1cccnc1NC(=O)CSc1ncnc2sc(C)c(C)c12	-19.2%
CC(C)CN(C(=O)COC(=O)c1ccc(Cl)c(N)c1)c1c(N)n(Cc2ccccc2)c(=O)[nH]c1=O	9.4%

Grouped by structure: those above with fluorine.
SMILES	NS5 inhibitors	others
O=C(CSc1nnc2ccc(-c3ccc(F)cc3)nn12)NCC1CCCO1 (stereo not given)	-7.2%
O=C(CCNC(=O)c1ccc(Br)cc1)NCc1ccccc1F	0.0%
O=C(OCC(=O)N1CCCCC1)c1ccc(OC(F)(F)F)cc1	-0.8%
Cc1cccc(NC(=O)CSCC(=O)N2CCN(c3cccc(C(F)(F)F)c3)CC2)c1	-1.5%
O=C(NCCN1CCOCC1)c1cc(-c2ccc(F)cc2)nc2ccccc12	-8.2%
CCN(CC(=O)Nc1c(F)cccc1F)C(=O)CSCc1c(C)noc1C	2.2%
O=Cc1ccc([B-](F)(F)F)s1	-5.2%
O=C(Nc1cccc(F)c1)C1CCCCC1	0.4%
O=C(NNC(=O)c1cccc(C(F)(F)F)c1)c1ccc(-n2cnnn2)cc1	2.4%
COc1ccc([C@H]2CC(=O)C=C(c3ccc(F)cc3OCc3ccccc3)C2)cc1OC	-12.7%
Cc1c(C(=O)NCc2ccco2)oc2c(F)cccc12	-0.4%
CC1CCc2sc(C(=O)NNS(=O)(=O)c3ccc(F)c(F)c3F)cc2C1 (stereo not given)	-2.2%
C=CC[C@H](CC(=O)N[C@H](CO)Cc1ccccc1)C(=O)N[C@H](COC(=O)[C@@H](CC=C)Cc1ccc(F)cc1)Cc1c[nH]c2ccccc12	-2.0%
O=C(OCC(=O)c1c[nH]c2ccccc12)c1cc(S(=O)(=O)N2CCOCC2)ccc1F	-11.6%
C[C@H](CO)N1C[C@H](C)[C@H](CN(C)C(=O)Nc2ccc(F)cc2)OCc2ccccc2-c2c(n(C)c3ccccc23)C1=O	-5.5%

Only part of the results is shown (hit frequency here may not be typical).
